ASAP1 GAP inh: inhibitors of human ASAP1 ArfGAP activity, primary screen, biochemical, fluorescence polarization; ASAP1-stimulated ARF1 GTP hydrolysis, GDP FP detection; actives 0.19% (n = 360,000); inhibition, % at 16.5 µM; Arf-GAP with SH3 domain, ANK repeat and PH domain-containing protein 1 (Homo sapiens), …; in the data active means inhibition above about 25%;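 further: 0% = vehicle with enzyme and substrate and 100% = no enzyme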
Target sequence (Q9ULH1 325-724 limits assumed): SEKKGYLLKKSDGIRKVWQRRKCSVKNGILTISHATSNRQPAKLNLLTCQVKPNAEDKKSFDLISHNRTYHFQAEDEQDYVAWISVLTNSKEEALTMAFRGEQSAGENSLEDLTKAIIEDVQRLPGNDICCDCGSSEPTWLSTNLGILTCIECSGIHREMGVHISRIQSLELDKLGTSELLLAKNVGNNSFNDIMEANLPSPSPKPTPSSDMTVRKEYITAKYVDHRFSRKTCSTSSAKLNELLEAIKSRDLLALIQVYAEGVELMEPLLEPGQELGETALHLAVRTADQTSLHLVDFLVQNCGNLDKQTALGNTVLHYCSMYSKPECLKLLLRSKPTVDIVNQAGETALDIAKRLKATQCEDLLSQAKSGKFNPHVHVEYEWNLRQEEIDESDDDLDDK
PLC-beta3 inh: human PLC-beta3 inhibitors, primary screen, biochemical, fluorescence | 1-phosphatidylinositol 4,5-bisphosphate phosphodiesterase beta-3 (Homo sapiens), Q01970 | Purified PLC-beta3, fluorogenic substrate | inhibition, % at 12.2 µM | actives 0.18% (n = 370,000) | AID 720704, 2013; in the data active means inhibition above about 11%;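 further: 0% = median of compound wells on plate and 100% = full blocker control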
DDE Tn7 FP inh: inhibitors of Tn7 peptide binding to fibrin DD(E), primary screen, biochemical, fluorescence polarization, human fibrin, Tn7 probe | Fibrinogen beta chain (Homo sapiens), P02675 | actives 0.13% (n = 370,000) | inhibition, % at 8.3 µM | FP displacement of FITC-Tn7 peptide from fibrin DD(E); 0% = median of compound wells per plate | AID 720508, 2013;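 active means inhibition above the mean of compounds falling within the control limits plus 3 SD of them, cut at about 14% in these data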;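 further: 0% = plate median of compound wells and 100% = 10 µM Aha-Tn7 peptide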
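Assay system: Human clot-derived fibrin DD(E) complex | Buffer or medium: Tris/NaCl/CaCl2 buffer, pH 7.8 | Repeats: One replicate per compound | Benchmarks: Aha-Tn7 high control | Measure: % inhibition scaled between sample-field median and high-control FP | Schedule: 10 min plus 3 h, room temperature | Signal: Fluorescence polarization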
KLK7 zymogen act: proKLK7 zymogen activators, primary screen, biochemical, fluorescence intensity. AID 652039, 2013. purified proKLK7, EDANS-DABCYL substrate fluorescence; 100% is mature enzyme control, 0% vehicle. Kallikrein-7 (Homo sapiens), P49862. activation, % at 7 µM. actives 0.9% (n = 370,000);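 active means activation above the mean of all tested compounds plus 3 SD, computed per campaign excluding outliers beyond control limits, cut at about 13% in these data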
Target sequence (P49862 whole entry, looked up): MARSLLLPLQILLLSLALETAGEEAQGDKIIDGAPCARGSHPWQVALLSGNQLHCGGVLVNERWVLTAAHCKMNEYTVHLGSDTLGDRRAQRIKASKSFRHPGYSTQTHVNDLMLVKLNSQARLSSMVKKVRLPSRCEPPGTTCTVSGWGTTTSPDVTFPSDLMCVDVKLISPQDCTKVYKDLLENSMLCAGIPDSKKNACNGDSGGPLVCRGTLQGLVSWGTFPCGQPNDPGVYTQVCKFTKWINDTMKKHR
PLCg1 inh: PLC-gamma1 enzyme inhibitors, primary screen, biochemical, fluorescence, purified enzyme; 1-phosphatidylinositol 4,5-bisphosphate phosphodiesterase gamma-1 (Homo sapiens), P19174; fluorogenic substrate; inhibition, % at 12.2 µM; actives 0.84% (n = 370,000); AID 720700, 2013; in the data active means inhibition above about 9.5%
UHRF1 binding: UHRF1 methylated DNA binding inhibitors, primary screen, counter-screen for MBD2 inhibitor project, biochemical, TR-FRET, human UHRF1, single concentration; E3 ubiquitin-protein ligase UHRF1 (Homo sapiens), Q96T88; inhibition, % at 4.4 µM; UHRF1 binding to methylated oligo; actives 0.75% (n = 370,000); in the data active means inhibition above about 21%;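 further: UHRF1 SRA domain binding a hemimethylated CpG hairpin DNA probe; 0% = median of test compound wells and 100% = reference inhibitor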
HGIII-sPLA2 inh: human group III sPLA2 inhibitors, primary screen, biochemical, QFRET, BODIPY PC-A2 liposome substrate. QFRET BODIPY PC-A2 liposome hydrolysis, fluorescence. actives 0.56% (n = 370,000). inhibition, % at 12.2 µM;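 active means inhibition above mean plus 3 SD of compounds lying within the high and low control bounds, cut at about 19% in these data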;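 further: 0% = median of test compound wells and 100% = no enzyme DMSO wells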
NR1D1 modulator: modulators of Rev-erb alpha DNA binding, primary screen, biochemical, FITC-DNA, fluorescence polarization, uHTS | Nuclear receptor subfamily 1 group D member 1 (Homo sapiens), P20393 | Rev-erbα–FITC-DNA binding, 90 min | activity, % at 10 µM | actives 0.79% (n = 370,000) | AID 1259318, 2017;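 active means activity above about 14%, limit read from the data; passing the limit was not always enough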;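 further: 0% = DMSO wells with 35 nM protein and 100% = DMSO wells with 750 nM protein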
ARFGAP1 inh: inhibitors of rat ARFGAP1 GAP activity, primary screen, biochemical, fluorescence polarization, GDP tracer. ADP-ribosylation factor GTPase-activating protein 1 (Rattus norvegicus), Q62848. Arfgap1-stimulated ARF1 GTP hydrolysis, GDP FP detection. inhibition, % at 16.5 µM. actives 0.26% (n = 360,000);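 active means inhibition above a per-plate limit, mean inhibition of low control wells plus 3 SD, cut at about 25% in these data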;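 further: 0% = DMSO wells with enzyme and 100% = wells lacking Arfgap1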
Target sequence (Q62848 1-136 limits assumed): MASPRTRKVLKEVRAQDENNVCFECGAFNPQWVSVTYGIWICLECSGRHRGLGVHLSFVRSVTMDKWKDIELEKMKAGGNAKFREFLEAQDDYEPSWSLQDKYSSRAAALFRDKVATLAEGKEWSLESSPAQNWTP
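System: truncated rat Arfgap1 GAP domain / Benchmarks: high control wells lacking Arfgap1, low control full reaction with DMSO / Times: compound-enzyme preincubation 20 min, reaction 120 min, detection 60 min, 25 °C / Repeats: one replicate per compound / Also added: human ARF1(Δ1-17)-GTP substrate / Measured by: Tracer-displacement fluorescence polarization with EDTA stop, 620/688 nm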
Tn6 DDE FP: inhibitors of Tn6 peptide binding to fibrin DD(E), primary screen, biochemical, fluorescence polarization, human fibrin, Tn6 probe | Fibrinogen beta chain (Homo sapiens), P02675 | Fibrin DD(E) TRITC-Tn6 fluorescence polarization displacement | inhibition, % at 8.3 µM | actives 0.21% (n = 370,000) | AID 720509, 2013;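 active means inhibition above a per-campaign cutoff: mean of compounds within control limits plus 3 SD, cut at about 15% in these data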;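 further: 0% = median of all compound wells on the plate and 100% = blocking peptide control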
* hit, by the source's call; i = inactive; . = no result given. Outcome played no part in choosing rows; any-hit rate near 4.5%.

Each structure is followed by: HGIII-sPLA2 inh, DDE Tn7 FP inh, ASAP1 GAP inh, KLK7 zymogen act, PLC-beta3 inh, NR1D1 modulator, PLCg1 inh, UHRF1 binding, Tn6 DDE FP, ARFGAP1 inh
- N#C/C(=C(/O)CN1CCN(c2ccccc2F)CC1)c1nc(-c2ccc(Cl)cc2)cs1
  13, 4, 8, 0.0, -7, -5, -3, 6, -18, -2
- Brc1cccc(OCCSc2ncccn2)c1
  0, 5, 0, -0.3, 0, -1, 0, 2, -5, -11
- NNC(=O)CNc1ccccc1Cl
  6, -2, -2, -0.2, -2, -3, 1, -1, 4, -7
- O=C(CSC1CC(=O)N(CCc2ccccc2)C1=O)Nc1cccc(Cl)c1 (stereo unspecified)
  -48, 0, 12, 0.4, 4, 0, 0, -7, -3, -11
- COC(=O)c1cc(NC(=O)c2ccccc2)c(=O)oc1C
  2, 0, 0, 0.2, -2, -3, -1, -2, -7, 8
- CCC1(c2ccc(Cl)cc2)NC(=O)N(CC(=O)NCc2ccc(F)cc2)C1=O (stereo unspecified)
  -5, 2, 14, -0.3, -2, -4, 1, -2, -1, -5
- O=C(c1ccc(Br)o1)N1CCC(Cc2ccccc2)CC1
  -9, -2, -1, -0.3, -6, -5, -5, -2, 4, -4
- CN(CC(=O)Nc1ccc(F)cc1)C(=O)COC(=O)CNC(=O)c1sc2ccccc2c1Cl
  0, 7, 8, -0.5, 1, 23*, -3, -2, -5, 12
- Cc1ccc(-c2nc(C)sc2CC(=O)NCc2ccco2)cc1
  -4, 3, -10, 0.1, 0, -7, -1, 1, -2, -1
- CSc1nnc(-c2sc3cc(C(F)(F)F)cnc3c2-c2ccccn2)n1C
  6, 3, -17, 0.3, -39, 0, -27, 0, -14, -2
- Cc1c(CCC(=O)O)c(=O)oc2cc3occ(-c4ccc(Cl)cc4)c3cc12
  -49, 0, 1, -1.0, -215, -6, -140, -8, -10, -7
- COC(=O)C[C@H]1C[C@@H]2c3cc(NC(=O)NC4CCCC4)ccc3O[C@@H]2[C@@H](CO)O1
  -3, -3, 8, 0.2, 1, 9, -2, -2, 0, 4
- Cc1sc2ncnc(N3CCC(C(=O)Nc4ccc(F)cc4Cl)CC3)c2c1C
  -21, 0, -15, -0.3, -10, 9, -4, 0, -12, 13
- CCNCCC(=O)N1c2ccccc2Sc2ccc(NC(=O)OCC)cc21
  -4, -6, -3, -0.1, 2, 3, 8, 2, 2, 5
- C#CCSc1nc(-c2cccs2)ccc1C#N
  -8, -4, 8, -5.5, -104, 9, -70, -3, 7, 13
- COc1cc(/C=C/C(=O)OCC(=O)N2CCCc3ccccc32)ccc1OCC#N
  -12, 7, 8, -0.1, -33, -1, -29, -2, -1, -1
- O=C(NCCN1CCOCC1)c1cc(S(=O)(=O)NCCCN2CCCC2=O)ccc1Cl
  3, 4, -6, -0.3, 4, 8, 2, 2, 3, -3
- O=[N+]([O-])c1cc(/C=N/O)ccc1N1CCCC1
  11, 2, 6, -0.4, -3, -2, 6, -11, -2, 4
- CCC(C)C(NC(=O)C1CCC(C)CC1)C(=O)NCc1ccccn1 (stereo unspecified)
  0, -5, 8, -0.1, -29, 0, 0, 6, -7, -5
- O=C(O)C(Cc1ccccc1)N1C(=O)c2c(Cl)c(Cl)c(Cl)c(Cl)c2C1=O (stereo unspecified)
  -10, -5, -1, 0.9, -18, 2, -7, -2, 5, -14
- O=C(O)c1ccc(CSc2nnc(COc3ccc(Cl)cc3Cl)o2)cc1
  -23, -3, -8, -0.1, -3, -3, -2, 1, -1, 1
- CC(C)(C)NC(=O)CN(C(=O)CS(=O)CC(=O)Nc1ccc(F)cc1)c1ccc2c(c1)OCCO2 (stereo unspecified)
  6, 4, 6, -0.1, -2, 2, 1, 2, -2, 14
- COc1ccccc1OP(=O)(O)Oc1ccccc1OC
  0, 0, 2, -0.1, -3, 5, 1, 3, 2, 7
- Cc1ccc(CNC(=O)c2csc3c2CCCCC3)cc1
  3, 8, 4, 0.8, -1, -6, -2, -1, 11, -14
- CC(OC(=O)CCN=C1NS(=O)(=O)c2ccccc21)C(=O)Nc1ccc(F)cc1Cl (stereo unspecified)
  3, -1, -4, 0.3, 3, -1, 2, 2, 2, 3
- O=C(Nc1ccc(Cl)cc1)c1ccc2c(=O)n3c(nc2c1)CCCCC3
  1, -5, 0, 0.5, -3, 1, -1, 1, 7, 7
- Clc1ccccc1Cn1nnc2ccccc21
  -2, -1, -12, 0.1, -1, 1, 1, -1, 0, -10
- C/C(=N\NC(=O)C(=O)Nc1cc(Cl)ccc1Cl)c1ccncc1
  17, -5, -2, -0.2, -2, 4, -1, -1, -2, -5
- O=C(NCc1csc(-c2cccs2)n1)c1cccc(Cl)c1
  -9, -6, 18, 0.3, -8, 5, 2, -4, 7, 7
- Cc1nc(NCc2ccco2)c2c(C)c(C)sc2n1
  -6, 1, -3, -0.6, -3, 6, -2, -1, 1, 0
- Cn1ccnc1SCC(=O)Nc1ccccc1
  8, -9, 0, 0.2, 4, -4, 6, 3, 9, -7
- COC(=O)c1cc(C)sc1NC(=O)C1CC=CCC1C(=O)O (stereo unspecified)
  2, 5, 6, -0.6, 3, -4, -1, -1, 4, 2
- O=c1c2ccccc2oc2cc(-c3ccc(CN4CCOCC4)cc3)ccc12
  -5, 5, 4, -0.5, -7, -1, 1, -3, -9, 7
- Cc1cc(=O)[nH]c(SCC(=O)Nc2cc(S(=O)(=O)N(C)C)ccc2Cl)n1
  -1, -3, -1, -0.3, -5, 5, 0, -1, 2, -2
- Fc1ccc(Oc2nnnn2-c2ccccc2)cc1
  0, -1, 13, 0.3, -6, 3, 0, -1, -5, -3
- N/C(=N\OC(=O)COc1ccc(Cl)cc1Br)c1ccncc1
  -7, 3, -4, 0.2, -7, -3, 0, -2, -8, 3
- Cc1ccc(NC(=O)COC(=O)Cc2ccsc2)cc1S(=O)(=O)N(C)C
  -13, 1, 12, -0.1, 0, -7, 0, 0, 8, -10
- CCC(C)CNC(=O)c1cn(C(C)c2ccccc2)nn1 (stereo unspecified)
  7, 4, ., -0.6, -1, 1, -3, 3, 2, .
- COC(=O)C1=C(C)N(c2cccc(C(C)=O)c2)C(=O)C1
  -16, 1, -9, 0.6, -7, 3, -2, 0, 5, -4
- Cc1ccc(C(=O)/C=C/C(=O)O)cc1
  5, -5, 5, 0.0, 1, -1, 8, 6, 3, 1
- Cc1ccccc1Cn1nc(C)c(NC(=O)/C=C/c2cnn(C)c2C)c1C
  3, 1, -8, 0.0, -1, -1, -1, 1, 5, 9
- Cc1ccc(SC(C)C(=O)NCc2cccnc2)cc1 (stereo unspecified)
  -6, 2, 1, -0.6, 0, 0, 2, 3, 0, -1
- CC(C(=O)NC(N)=O)N1C(=O)NC(c2ccccc2)(c2ccccc2)C1=O (stereo unspecified)
  4, 5, 7, -0.8, -9, 0, 1, 2, 0, 21
- CCOC(=O)c1c(NC(=O)CN2CCN(S(=O)(=O)c3cc(Cl)ccc3Cl)CC2)sc(C(=O)N(C)C)c1C
  -12, -7, 1, -0.5, -11, 0, 4, -1, -1, 16
- C/C(=N/NC(=O)c1ccco1)c1cccc(NC(=O)c2ccc(C)o2)c1
  3, 6, 7, 0.1, 3, 5, -1, -2, 3, 7
- CCOC(=O)C(C(=O)Nc1cccc(C)c1)C1CCCCC1 (stereo unspecified)
  7, -5, -3, 0.4, 3, -8, 2, 1, 8, 13
- N#Cc1ccc(C(=O)CN2CCN(c3ccccc3)CC2)cc1
  3, 4, -4, 0.0, -11, -6, -5, 1, 2, -2
- CCCCCN1C(=O)/C(=C/c2c(N3CCc4ccccc4C3)nc3ccccn3c2=O)SC1=S
  4, -7, -3, -0.4, -65, 11, -34, -3, 1, -8
- C=CCC1c2cccc(C(=O)OC)c2C(=O)N1c1ccccc1 (stereo unspecified)
  -5, -6, 12, 0.4, -4, 0, 0, -4, 1, -12
- CCC1CCCCN1S(=O)(=O)c1ccc(NC(=O)c2cccs2)cc1 (stereo unspecified)
  -32, 3, 9, 0.0, -4, 2, -2, 2, -17, 9
- COc1ccc(C2CC(c3ccc(C(F)(F)F)cc3)=NN2c2ccc(S(N)(=O)=O)cc2)cc1 (stereo unspecified)
  -3, -2, 23, -182, i, -9, i, 2, -9, 18
- O=C(NNC(=S)Nc1ccc(Br)cc1Cl)c1ccncc1
  -7, 0, 5, -0.6, -17, -7, -14, -3, -3, 5
- CC(=O)Nc1ccc2nc(NC(=O)COc3cccc(C)c3)sc2c1
  -11, -4, 1, 1.1, -3, 5, 0, 0, -3, 12
- COc1ccc(OC)c(-c2cc(C(=O)Nc3ccc(F)cc3F)no2)c1
  1, 0, 0, -1.5, -3, 4, 3, 3, 1, -10
- C=CCn1c(N)cc(=O)nc1SC(C)C(=O)Nc1ccc(C(=O)OCC)cc1 (stereo unspecified)
  -4, 7, -4, 0.2, -24, 1, -8, -3, -9, 4
- CCOc1ccc2nc(NCCNC(=O)C(C)C)c(C)cc2c1
  -1, -3, 6, 8.6, -93, -2, -84, 0, 1, -8
- c1ccc2[nH]c(NC3=NCCC3)nc2c1
  6, -6, 2, 0.5, 4, 1, 6, -3, 0, 10
- CN(CC(=O)Nc1ccccc1Cl)C(=O)CSc1nncs1
  3, -3, 3, 0.3, 0, 4, 10*, 4, 1, 4
- CCCCC[C@@H](C)N1C[C@H](COCc2ccccc2)Oc2cc(N3CC[C@H](O)C3)ccc2S1(=O)=O
  -17, 4, 5, -0.5, -2, 7, 1, 0, -9, 10
- O=C(c1ccc(OC2CCN(CCc3ccccc3)CC2)cc1)N1CCC[C@H]1CO
  -5, -5, -13, -0.4, -2, -2, -1, 1, 8, 11
- COc1ccc(C=Nc2ccc3[nH]ncc3c2)c(O)c1
  2, -4, -7, 0.6, -13, 1, -12, -7, 1, -1
- Cc1cc(C)c2c(C)nn(C3CCCCC3)c2n1
  9, 1, -8, 0.3, 1, -8, 4, 15, 9, -2
- CC1CCCCC1NC(=O)COc1ccc(C#N)cc1 (stereo unspecified)
  4, 7, -2, -0.1, 10, 7, 5, -1, 1, 2

Source: PubChem
